Screening results as filed in PubChem BioAssay.
RGS4 inhibitor = Inhibitors of Regulator of G Protein Signaling (RGS) 4: qHTS | AID 504845, 2011 | 0.039% of 390,000 active | Potency, µM (highest dose often 114 µM), inactives show at the highest dose activity change, negative = inhibition, hits mostly inhibitors | Regulator of G-protein signaling 4 (Homo sapiens), P49798 | Transcreener GDP fluorescence polarization, RGS4-accelerated GTP hydrolysis; also: potency is read from the fitted curve at half-maximal effect; % is scaled to controls: 0 for no effect and ±100 for the full control effect; nearly all actives have a fitted effect of over 75% in size; some results filed as inactive show a strong effect at the top dose
Target sequence (P49798 whole entry, looked up): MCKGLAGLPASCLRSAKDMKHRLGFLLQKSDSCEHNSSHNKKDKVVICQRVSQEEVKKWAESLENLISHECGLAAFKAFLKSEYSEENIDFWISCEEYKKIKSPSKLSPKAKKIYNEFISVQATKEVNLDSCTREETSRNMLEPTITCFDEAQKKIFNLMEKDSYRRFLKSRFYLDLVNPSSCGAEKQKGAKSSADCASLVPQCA
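MLSMR compounds (23 nl, pin-transferred) preincubated 10 min at room temperature with a 500nM (2x) first reagent, then RGS4 at 900nM (2x) plus Transcreener GDP mix added; fluorescence polarization (620/688 nm) read before and after 90 min at 30 °C.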
D2 agonist = HTS Assay for Allosteric Agonists of the Human D2 Dopamine Receptor: Primary Screen for Agonists | D(2) dopamine receptor (Homo sapiens), P14416 | 0.53% of 340,000 active | AID 485358, 2010 | HEK293 T-REx D2 cells, calcium flux agonist mode | activation, % at 2 µM;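 active = activation over 3 SD above normal in the single-dose calcium agonist read, cut at about 30% in these data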; also: 0% is about no effect
Target sequence (P14416 whole entry, looked up): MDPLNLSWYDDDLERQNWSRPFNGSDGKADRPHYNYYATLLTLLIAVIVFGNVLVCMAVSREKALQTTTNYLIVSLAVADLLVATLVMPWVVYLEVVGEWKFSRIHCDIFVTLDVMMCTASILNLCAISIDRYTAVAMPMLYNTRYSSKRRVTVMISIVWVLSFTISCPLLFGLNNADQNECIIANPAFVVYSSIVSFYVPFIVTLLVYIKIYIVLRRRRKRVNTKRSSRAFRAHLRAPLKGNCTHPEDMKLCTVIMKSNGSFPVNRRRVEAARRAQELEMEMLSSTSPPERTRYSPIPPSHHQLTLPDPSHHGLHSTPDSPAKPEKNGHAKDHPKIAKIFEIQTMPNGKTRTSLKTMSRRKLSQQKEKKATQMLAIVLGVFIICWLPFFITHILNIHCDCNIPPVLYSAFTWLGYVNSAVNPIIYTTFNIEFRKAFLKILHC
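Calcium-flux readout, 1 cycle/sec over 180 s following compound pin transfer, in inducible HEK293 Trex D2 cells (force-coupled); dopamine controls included. Positive calcium responses during this window marked compounds as potential agonists.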
GRP78 ERSR act = qHTS for Inducers of the Endoplasmic Reticulum Stress Response (ERSR) in Human Glioma: qHTS; U87-MG GRP78 promoter luciferase reporter, 16 h; Potency, µM, without a hit: top-dose activation, usual class: activators; AID 602332, 2012; 0.02% of 420,000 active; also: potency is read from the fitted curve at half-maximal effect; series mostly up to about 76 µM; % of control where 0% means no effect; nearly all actives have a fitted effect of over 35% in size
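Stably transfected U87-MG glioma cells carrying a GRP78-based luciferase sensor; 16 h compound incubation. Luminescence end-point read 10 min after Bright-Glo addition at room temperature.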
LDHA inh = qHTS assay for inhibitors of human lactate dehydrogenase. purified LDHA, NADH/diaphorase-resazurin fluorescence; hits give low values. activity change, % (values are at about 110 or 230 µM). 0.15% of 480,000 active; in the data active = activity change below about -30%; inconclusive = mostly about -25% to -30%;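 also: plate controls were DMSO wells for no effect and wells without enzyme for full effect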
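Resorufin fluorescence (ex540/em590), read at 0 and 20 min after diaphorase/resazurin addition, reports the NADH left after a 5 min room-temperature reaction of 2 nM human LDH5 with 0.06 mM NADH and 0.2 mM pyruvate.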
Vif-APOBEC3G blk = qHTS for Inhibitors of Vif-A3G Interactions: qHTS | Potency, µM (top dose mostly 46.1 µM), for the others: top-dose activity, negative = active, actives largely listed as inhibitors | AID 602310, 2012 | 0.076% of 410,000 active | DNA dC->dU-editing enzyme APOBEC-3G (Homo sapiens), Q9HC16 | HeLa A3G-eYFP + Vif (tagged APOBEC3G with the HIV-1 protein that degrades it), YFP fluorescence, overnight;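 also: potency is read from the fitted curve at half-maximal effect; % is scaled to controls: 0 for no effect and ±100 for the full control effect; nearly all actives have a fitted effect of over 60% in size; hits raise eYFP signal because A3G escapes Vif-driven loss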
Target sequence (Q9HC16 whole entry, looked up): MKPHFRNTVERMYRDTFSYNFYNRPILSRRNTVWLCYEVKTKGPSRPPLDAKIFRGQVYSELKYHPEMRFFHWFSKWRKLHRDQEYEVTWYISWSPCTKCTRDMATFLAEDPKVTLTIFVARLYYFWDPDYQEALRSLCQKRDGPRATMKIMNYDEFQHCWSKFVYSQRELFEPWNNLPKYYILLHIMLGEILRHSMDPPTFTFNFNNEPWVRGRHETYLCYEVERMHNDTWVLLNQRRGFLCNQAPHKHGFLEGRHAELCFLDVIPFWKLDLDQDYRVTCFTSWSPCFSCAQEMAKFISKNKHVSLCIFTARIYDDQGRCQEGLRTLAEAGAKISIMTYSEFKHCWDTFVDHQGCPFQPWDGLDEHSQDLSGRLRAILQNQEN
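HeLa cells stably expressing Vif and C-terminally eYFP-tagged A3G, seeded overnight at 37 deg C, then exposed to compound by pintool overnight at 37 deg C. Rise in yellow fluorescence (Ex 488/Em 500-530, Acumen) marks blocked Vif-driven A3G degradation.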
ALOX12 inh = Primary qHTS assay for inhibitors of human arachidonate 12S-lipoxygenase (ALOX12): Round 2. purified 12hLO, xylenol orange hydroperoxide absorbance. Polyunsaturated fatty acid lipoxygenase ALOX12 (Homo sapiens), P18054. AID 1671190, 2021. 1.1% of 580,000 active. Potency, µM (series often up to 108 µM), for inactives: at the top dose activity change, negative = inhibition, hits mostly inhibitors; also: potency is read from the fitted curve at half-maximal effect; % is scaled to controls: 0 for no effect and ±100 for the full control effect
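Purified human 12hLO at 150 nM in 25 mM Hepes, 0.01% Triton X-100, pH 7.0, preincubated 15 min at room temperature with compound. Reaction started with 40 uM arachidonic acid, 30 min at room temperature. Hydroperoxide measured by Fe-xylenol orange, 573/405 nm absorbance ratio.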
D2 antag = HTS Assay for Allosteric Antagonists of the Human D2 Dopamine Receptor: Primary Screen for Antagonists; D(2) dopamine receptor (Homo sapiens), P14416; HEK293 TREx D2 cells, calcium flux, dopamine EC80; inhibition, % at 10 µM; 2% of 340,000 active; AID 485344, 2010; in the data active = inhibition above about 30%; also: 0% is about no effect
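Tetracycline-induced HEK293 T-REx cells expressing D2 force-coupled to calcium signalling were dye-loaded, exposed to compound for 180 s, then challenged with an EC80 of dopamine; calcium flux was followed kinetically for a further 180 s.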
Vif-A3F inh = qHTS for Inhibitors of Vif-A3F Interactions: qHTS. HeLa A3F-eYFP + Vif (tagged APOBEC3F with the HIV-1 protein that degrades it), YFP fluorescence increase. Potency, µM (highest dose often 46.1 µM), for inactives: top-dose activity, negative = active. 0.2% of 390,000 active. AID 602313, 2012; also: potency is read from the fitted curve at half-maximal effect; % of control where 0% means no effect; nearly all actives have a fitted effect of over 65% in size
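Fluorescence increase (Ex 488/Em 500-530) after overnight compound treatment at 37 deg C flags inhibition of Vif-driven A3F-eYFP loss in stable HeLa A3F-eYFP/Vif cells seeded overnight beforehand.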
ERG-DNA inh = qHTS for Small Molecule Inhibitors of the ERG Ets/DNA interaction; Potency, µM (highest dose often 76.9 µM), for the others: at the highest dose FP activity, negative = inhibition, usual class: inhibitors; 0.028% of 370,000 active; fluorescence polarization, His-ERG Ets domain / labelled DNA; Transcriptional regulator ERG (Homo sapiens), P11308; active = well fitted inhibition curve with a large enough effect in the polarisation, with a control signal flat; inconclusive = small, poorly fitted or top-dose-only effect, or effect the other way, or a change in a side signal; inactive = no such curve, though single readings can be large or run the other way; the % refers to the polarisation;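 also: polarization taken with two DNA probes labelled with fluorescein and Texas red; potency is read from the fitted curve at half-maximal effect; % of control where 0% means no effect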
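His-tagged ERG Ets domain (1 uM in the protein solution; 300mM KCl, 50mM Tris-HCl, 1mM EDTA, 1mM DTT, pH 7.5) received compound, then a probe mix of 5 nM fluorescein-DNA and 100nM Texas-615-DNA. Fluorescence polarization was read for both dyes.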
Starred values were filed as active, the others as inactive; u = inconclusive; x = not tested or not shown; [ ] = dose if it differs, or a comment. Unless noted, calls follow the shape of the dose curve; as a rule, active = well fitted curve in the direction sought with a large enough effect; inconclusive = small, poorly fitted or top-dose-only effect, or another doubt; inactive = no such curve, though single readings can be large; an effect the other way counts as inactive or inconclusive. A portion of the library; the hit share may differ from the screen's.

The line under a structure holds: RGS4 inhibitor, D2 agonist, GRP78 ERSR act, LDHA inh, Vif-APOBEC3G blk, ALOX12 inh, D2 antag, Vif-A3F inh, ERG-DNA inh
CCOc1ccc(CCNCc2c(C(=O)O)c(C)n(Cc3ccccc3F)c2C)cc1
  -17%, -0.3, -2%, 0, 1%, u, x, 0%, 1%
Cc1cc(C(=O)Cn2cnc3ccc(Cl)cc3c2=O)c(C)n1C1CC1
  -24%, x, -5%, -1, 5%, 17%, x, 6%, -1%
Cc1ccc(NC(=O)CCNS(=O)(=O)c2ccc3c(c2)oc(=O)n3C)cc1C
  -27%, 0.0, -2%, 1, 1%, 0%, -13, -3%, 0%
Cc1cc(C(=O)N/N=C/c2ccncc2)c2ccccc2n1
  -6%, 0.9, 3%, 2, -2%, 5%, 5, 1%, 5%
C=CCn1c(CCc2cc(C(C)(C)C)c(O)c(C(C)(C)C)c2)n[nH]c1=S
  -6%, -1.6, -4%, 0, -8%, 35µM*, -16, 1%, -1%
COc1ccc(NC(=O)CC(NCCc2ccccc2)C(=O)O)c(OC)c1 (centres undefined)
  -19%, x, -5%, -4, 0%, -4%, x, 3%, -3%
CC(C)N(Cc1ccccc1)S(=O)(=O)c1ccc(Cl)nc1
  -1%, 0.1, -3%, -2, 0%, -3%, -8, 0%, -5%
CCCCc1nc(C(N)=O)c2[nH]c(=O)n(-c3ccc(OC)c(OC)c3)c2n1
  0%[56.9 µM], -0.9, 0%, 0, 2%, x, 5, 0%, -13%
CCCCN(CCCNC(=O)C1CCN(S(=O)(=O)CC)CC1)c1ccccc1
  -1%, -0.5, 2%, 1, 0%, -24%, -11, 1%, x
COc1cc(OC)c(NC(=O)c2cnc(N3CCCC3)nc2C)cc1Cl
  -1%, -0.3, x, 0, x, -17%, x, x, -5%
Cn1c(N)c(C(=O)CSc2n[nH]c(N)n2)c(=O)n(C)c1=O
  -15%, -0.2, -3%, 3, 2%, -12%, -12, 4%, -4%
COc1ccc(-c2nc3c(c(SCC(=O)N4CCCCC4)n2)Cc2cc(C)ccc2O3)cc1
  0%, 0.5, -1%, 0, -2%, -20%, x, 1%, 0%
O=C(O)c1ccc(N/N=C/C=C/c2ccc([N+](=O)[O-])o2)cc1
  -8%, 10, 13%, -6, u, -24%, -4, u, 121%[activator]
O=C(CCNC(=O)c1ccco1)Nc1ccc(N2CCOCC2)cc1
  28%, -0.2, 3%, -5, 1%, 10%, -16, -40%, 5%
Cc1occc1-c1nnc(SCC(N)=O)n1Cc1ccccc1
  2%, 0.4, 1%, -8, 3%, -26%, -15, -5%, -5%
CN(C)CCNC(=O)/C(=N\O)c1ccccn1
  2%[11.4 µM], -0.9, -4%, -4, -1%, -4%, -3, -16%, -13%
COc1ccc(COC(=O)C2CCN(C(=O)c3ccc(Cl)cc3)CC2)cc1F
  2%, -0.3, -3%, 3, -21%, -8%, -6, 0%, -1%
COc1ccc(-c2cc(C(F)(F)F)n3nc(C(=O)Nc4cccc(Cl)c4Cl)cc3n2)cc1OC
  10%, -0.6, -3%, -3, 1%, -4%, x, 0%, 6%
CC1(C)Cc2ccccc2-c2nnc(-c3cccc(O)c3)n21
  -23%, 8.9, -3%, -6, 1%, 0%, -10, 2%, -7%
COc1ccc2sc(-c3ccc(S(C)(=O)=O)cc3)c(C#CCO)c2c1
  4%, x, -7%, 8, -6%, u, x, -3%, 1%
COc1ccc(OC)c(N2C(=O)CC(Cc3ccc(Cl)cc3)C2=O)c1 (centres undefined)
  -41%, 0.6, -3%, -3, 1%, 31%[activator], -22, 2%, -5%
C=CCSc1nc2ccccc2n1C(=O)/C=C/c1ccc(OC)c(OC)c1
  -17%, -0.2, u, -2, -8%, -4%, -20, 0%, 11%
COc1ccc(-n2c(SCC(=O)NCC3CCCO3)nc3c(c2=O)SC(C)C3)cc1 (centres undefined)
  15%, 0.6, -3%, 2, -6%, u, 0, -5%, -1%
CCOc1ccc(NC(c2ccccn2)c2oc(CO)cc(=O)c2O)cc1 (centres undefined)
  -19%, 0.0, -4%, 8, -3%, -30%, -13, -14%, 1%
COc1cccc(CC(=O)OCC(=O)NCC(=O)Nc2cccc(C)c2C)c1
  24%, 0.2, -3%, -1, 1%, -1%, -4, 1%, -3%
COc1ccc(NC(=O)c2ccccc2NC(=O)COc2ccccc2)cc1
  1%, 0.1, -3%, -2, -2%, -24%, -18, -5%, -8%
CCCCN(Cc1ccc(C(=O)N[C@H](C(=O)O)C(C)C)cc1)C(=O)C(c1ccccc1)c1ccccc1
  -38%, x, -4%, 7, 1%, -60%, x, 3%, -8%
CCCCn1c(N)c(N(CCOC)C(=O)CSCc2ccc(C)cc2)c(=O)[nH]c1=O
  -22%, 0.0, 5%, 4, -3%, u, -21, -4%, 3%
O=C(CNC(=O)C12CC3CC(CC(C3)C1)C2)OCc1ccc(F)cc1Cl
  11%, -0.1, -1%, 1, -9%, -24%, 1, -1%, 2%
CCC(C(=O)NCC1CCCO1)N(Cc1ccccc1)C(=O)CNS(=O)(=O)c1ccccc1 (centres undefined)
  -34%, -0.2, -5%, -6, -4%, -18%, 14, 14%, 20%
Cc1ccc(C2/C(=C(/O)c3ccc4c(c3)CC(C)O4)C(=O)C(=O)N2CCCn2ccnc2)cc1 (centres undefined)
  -1%, -1.8, -2%, 1, 0%, -7%, -8, 3%, -14%
COc1ccccc1-c1nc(-c2ccccc2)nc(N2CCN(C)CC2)c1C#N
  4%, 0.5, -2%, -4, -6%, -15%, 2, 2%, -1%
Cc1cc(NC(=O)CCC(=O)N(CC2CCCO2)C(C(=O)NC2CCCC2)c2ccccc2C)no1 (centres undefined)
  7%, x, -4%, -1, 0%, 0%, x, 6%, 9%
CC1CN(c2ncnc3c2cnn3-c2ccc(Cl)cc2)CC(C)O1 (centres undefined)
  -1%, -1.0, -2%, 1, 1%, -6%, 31*, 1%, 1%
Cc1cccc(C(=O)NNC(=O)c2ccco2)c1O
  5%, x, 8%, -5, 0%, -3%, x, 0%, 0%
O=c1c2c(nc3cc(-c4ccc(F)cc4)[nH]n13)CCC2
  6%, x, 0%, 0, 1%, 0%, x, -5%, x
CN(C)C1(CNC(=O)C2CCC(=O)N(CCc3ccc(Cl)cc3)C2)CCCCC1 (centres undefined)
  20%, -0.2, -2%, 0, 0%, -7%, -8, -10%, 9%
OCc1c[nH]c(=S)n1CCOc1cccc(C(F)(F)F)c1
  -35%, 1.2, -3%, -7, 1%, u, 0, -3%, 4%
O=C(c1cc(F)c(F)cc1Cl)N1CCN(S(=O)(=O)c2cccs2)CC1
  -4%, 0.1, -5%, -3, 1%, -3%, -9, u, 3%
COCCc1ncc(CN2CCCCC2C(=O)Nc2ccc(Oc3ccccc3)nc2)cn1 (centres undefined)
  10%, 0.7, 1%, -3, 2%, -7%, 5, 1%, 6%
COc1ccc(C2c3[nH]c4ccccc4c3C[C@H]3C(=O)N(C4CCN(Cc5ccccc5)CC4)CC(=O)N23)cc1OC (some centres undefined)
  -31%, 0.2, -4%, -2, 2%, -24%, -12, 1%, 9%
O=C(COC(=O)c1ccccc1OC(F)F)Nc1ccc2[nH]c(=O)[nH]c2c1
  -11%, 0.0, -6%, -2, 0%, u, 16, 9%, 6%
Fc1ccc(COc2ccccc2CNCc2ccncc2)cc1
  -8%, -1.1, -4%, -6, 1%, -23%, -1, -2%, -5%
Cc1noc(C)c1COc1ccc(C(=O)OCC(=O)NC23CC4CC(CC(C4)C2)C3)cc1
  8%, -0.2, 1%, -4, -4%, 0%, 3, x, -2%
Nc1nn(S(=O)(=O)c2cccc3nsnc23)cc1-c1ccc(Br)cc1
  21%, 0.3, -6%, -1, 2%, 88%[activator], -7, 4%, 2%
COc1ccc(Cl)cc1NC(=O)C(C)n1nnc2sc3c(c2c1=O)CCCC3 (centres undefined)
  2%, -0.2, x, 2, x, u, x, x, 2%
CN(C(=O)N1CCN(c2ccccn2)CC1)c1ccccc1
  10%, 0.2, -4%, -1, -3%, 111%[activator][57.4 µM], 39*, -4%, -1%
CCCCn1c(SCC(=O)O)nc2ccccc21
  35%, -0.6, 1%, -6, -3%, -20%, 23, -2%, -3%
COC(=O)Cc1cc(=O)[nH]c(/N=C(\N)Nc2ccc(C(C)C)cc2)n1
  -16%, 0.3, -3%, 1, -1%, 2%, -14, -16%, 2%
COc1cc(C2c3c(oc4ccccc4c3=O)C(=O)N2Cc2ccccc2Cl)ccc1O (centres undefined)
  -15%, 0.6, 0%, -2, 2%, u, x, 1%, 0%
